Dynein cargo inh = dynein cargo transport inhibition | 220,000 tested, 0.47% active | z-score, hits read low | AID 1381 | 3617.4 mouse cells, GR-EGFP nuclear translocation imaging; test concentration mostly 20 µM; stimulated with dexamethasone, 1 µM; hits give low values;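 active = plate z-score of nuclear minus cytoplasmic receptor signal below a set negative limit, without overly bright fluorescence or cell loss, cut at about -3.5 in these data, passing the limit was not always enough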;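 also: z-score of nuclear minus cytoplasmic ring GR-EGFP intensity difference per well; some compounds called inactive have numbers as strong as hits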
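medium = tetracycline-free induction medium containing charcoal-stripped FBS | probe or stimulus = dexamethasone, 1.0 µM final | timing = 48 h induction, then 1 h compound, then 30 min agonist, 37 °C | detection = automated 10x imaging of fixed Hoechst-stained cells | read-out basis = nuclear versus cytoplasmic GR-EGFP signal, averaged per well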
Lipid droplet = hepatic lipid droplet formation modulation; inhibition, % at 6.5 µM; AML12 mouse hepatocytes, oleate lipid droplets, BODIPY imaging; 240,000 tested, 0.4% active; AID 1656;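 active = lipid droplet intensity inhibited by at least 50%, with more than 500 cells counted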
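Material – mouse AML12 hepatocyte cell line, fixed after treatment · Compound dosing – one dose, 6.5 µM compound · Times – compound with oleate, overnight · Measured by – Image-based BODIPY and DAPI two-channel analysis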
T cell modulator = T cell immune modulators affecting CD8 T cell-vesicle binding. 330,000 tested, 0.068% active. calls only at 7 µM. 2C CD8+ T cell-vesicle binding, flow cytometry; hits give low values;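 active = response, share of CD8 T cells binding vesicles, and their 90th percentile fluorescence all below set limits, cut at about 80% in these data, passing the limit was not always enough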
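Material: murine 2C transgenic CD8+ T lymphocytes / Also added: QL9-peptide-loaded Drosophila micro-vesicles bearing Ld, ICAM-1 and B7-1 / Schedule: binding step 1.5 h, 37 °C, antibody labelling 20 min, ice / Signal: flow cytometry, PE anti-B7-1 (FL2) versus Alexa647 anti-CD8 (FL8), PFA-fixed / Evaluation: percent CD8+ FL2 mean versus row control / Benchmarks: naked versus QL9-loaded vesicles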
Insulin prom up = MIN6 insulin promoter up-regulation | MIN6 insulin promoter-GFP reporter, high-content imaging; hits give high values | z-score at 5 µM | 190,000 tested, 0.3% active | AID 1625;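 active = z-score above 3 at 5 µM with at least 500 cells counted in the well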
Myeloid diff MLP = myeloid differentiation induction. ER-HoxA9 myeloid progenitors, lysozyme-GFP differentiation, flow cytometry. calls only at 10 µM. AID 624256. 360,000 tested, 1% active;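 active = normalized GFP-positive differentiation at or above the plate's own cutoff, the solvent-only control mean plus 3 SD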;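 also: cells exposed to compound for four days before flow analysis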
human PMI inhibition = inhibitors of human PMI, primary screen, biochemical, fluorescence intensity, coupled assay (AID 1209) | purified PMI enzyme, coupled fluorescence intensity; higher % means a stronger effect | inhibition, % at 20 µM; hits with a dose series show IC50 in µM | 190,000 tested, 0.42% active; in the data active = inhibition above about 50%;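 also: plate controls were DMSO vehicle for no effect and wells lacking substrate for full effect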
b-catenin transl = modulators of beta-catenin nuclear translocation. HeLa beta-catenin nuclear translocation, immunofluorescence imaging. nuclear translocation activity, % at 5 µM. 190,000 tested, 0.3% active. AID 1665;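 active = nuclear translocation activity above 50% at 5 µM, with a well cell count of 50 or more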;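 also: per-cell ratio of nuclear to cytoplasmic median beta-catenin stain intensity; plate controls were DMSO negative control for no effect and GSK-3 inhibitor IX positive control for full effect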
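Technique: fluorescence imaging of beta-catenin antibody stain plus DAPI / Material: human HeLa cell line / Incubation: compound treatment 24 h, 37°C, 5% CO2 / Read-out basis: % activation of per-cell nuclear versus cytoplasmic median beta-catenin signal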
TNAP activation fold = human TNAP enzyme activators, primary screen, biochemical, luminescent, no phosphate acceptor, uHTS (AID 1001). purified TNAP, luminescent activation assay, no phosphate acceptor; higher activation fold means a stronger effect. one-dose activation fold at 20 µM; EC50 in µM for titrated hits. 200,000 tested, 0.03% active; in the data active = activation fold from about 3, or a potency from the dose series; inactive = the rest, 99 in 100 with activation fold below about 1.6; also: many of its hits are not listed in these tables
MT stabilize HCS = stabilizes microtubules in HeLa cells; 200,000 tested, 0.83% active; AID 2205; % tubulin-high responders, % at 10 µM; HeLa tubulin immunostaining HCS, 24 h; share of cells brighter than vehicle mean+2SD;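 active = plate Z-score above 3 for both tubulin-high and condensed-nucleus cell shares, with cell loss under 80%, at 10 µM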;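 also: anti alpha tubulin signal scored within the nucleus-defined area of each cell; some results filed as inactive read as strong as hits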
Dynein cargo inh cytoplasmic EGFP = further read-out of Dynein cargo inh, marked with its call; z-score; measured here: cytoplasmic GR-EGFP intensity; hits give high values
Dynein cargo inh nuclear GR-EGFP = recorded beside Dynein cargo inh, whose call it bears; z-score; measured here: nuclear GR-EGFP intensity;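 lower value marks the stronger effect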
Dynein cargo inh cell count = second read-out of Dynein cargo inh, no call of its own (marks repeat the call); z-score; measured here: cell count per field
Insulin prom up cell count = further read-out of Insulin prom up, marked with its call; cell count; measured here: cytotoxicity, nuclei count;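 total cells summed across four imaged fields per well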
Lipid droplet cells 6.5 µM = recorded beside Lipid droplet, whose call it bears; cell count; measured here: cell count, cytotoxicity flag;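 cells counted across two imaged fields per well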
b-catenin transl cell count 5 µM = second read-out of b-catenin transl, no call of its own (marks repeat the call); cell count; measured here: cell count, cytotoxicity flag
T cell modulator vesicle-bound % = also measured in T cell modulator; calls as there; double positive events, %; measured here: CD8+ vesicle-bound cell fraction;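 binding gate set so that unloaded-vesicle control wells show 10% double positive cells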
MT stabilize HCS Hoechst-high % = further read-out of MT stabilize HCS, marked with its call; % Hoechst-high responders; measured here: nuclear condensation Hoechst responders;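 share of cells brighter than vehicle mean plus two SD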
MT stabilize HCS cytotoxicity % = further read-out of MT stabilize HCS, marked with its call; toxicity, %; measured here: cytotoxicity by cell density;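 0% = mean cell density of plate MIN control wells and 100% = no cells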
Myeloid diff MLP GFP+ MAC1+ % = second read-out of Myeloid diff MLP, no call of its own (marks repeat the call); GFP+ MAC1+ double positive, %; measured here: differentiation confirmed by MAC1 staining
* hit, by the source's call; i = inactive; . = not tested or not shown.

mol,Dynein cargo inh,Dynein cargo inh cytoplasmic EGFP,Dynein cargo inh nuclear GR-EGFP,Dynein cargo inh cell count,Lipid droplet,Lipid droplet cells 6.5 µM,T cell modulator,T cell modulator vesicle-bound %,Insulin prom up,Insulin prom up cell count,Myeloid diff MLP,Myeloid diff MLP GFP+ MAC1+ %,human PMI inhibition,b-catenin transl,b-catenin transl cell count 5 µM,TNAP activation fold,MT stabilize HCS,MT stabilize HCS Hoechst-high %,MT stabilize HCS cytotoxicity %
CC(C)CNS(=O)(=O)c1cc(C(=O)O)c(Cl)cc1Cl,0.26,-0.12,1.1,0.11,16,776,i,58,-0.15,1005,i,0.7,.,-1.4,1375,.,.,.,.
Brc1ccc(Sc2cnc3ccccc3n2)cc1,-0.19,-0.06,0.19,0.36,8,709,i,19,0.85,1239,i,0.6,0%,-0.5,1195,1,1.4,1.2,6.6
CCOC(=O)Cc1csc(NC(=O)CSc2nnnn2-c2ccc(CC)cc2)n1,-0.57,-0.22,-0.19,0.75,.,.,i,16,.,.,i,1.0,3%,.,.,1.1,1.6,2.2,14
COCCCNC(=O)c1c[nH]c2ccc(S(=O)(=O)N3CCc4ccccc43)cc2c1=O,0.059,-0.29,0.18,0.28,-2,733,i,25,-0.44,1172,i,0.5,-30%,-0.8,1050,1,2.3,2.5,7.0
CCN(CC)CCOC(=O)c1ccc(N/C=C(/C#N)c2nc(-c3cccc(OC)c3)cs2)cc1,-0.34,0.1,0.5,-0.38,0,690,i,8,0.38,983,i,0.8,.,-0.2,1392,.,.,.,.
CCOc1ccc2nc(N/C(N)=N/C(=S)Nc3cccc(C)c3)nc(C)c2c1,-1.4,-0.5,-0.77,0.75,.,.,i,14,-0.47,739,i,1.8,-3%,-3.3,1010,1,2.5,1.5,1.7
O=C(CSCc1nc2ccccc2[nH]1)Nc1ccccc1,-0.2,-0.16,-0.17,-0.18,.,.,i,29,-0.22,1447,i,1.1,0%,0.5,1317,1.1,1.8,1.4,5.7
C(#CCN1CCOCC1)COCCCOC(c1ccccc1)c1ccccc1,-0.37,-0.27,-0.21,1.3,-2,760,i,20,.,.,i,5.9,-8%,-3.3,1177,1,2.5,2.5,6.9
Nc1cccc(Oc2c(F)c(F)c(Oc3cccc(N)c3)c(F)c2F)c1,0.77,-0.13,0.58,-2.2,-26,719,i,26,-0.06,1099,i,0.3,.,2.3,1263,.,.,.,.
CC(C)c1ccc(NC(=O)C(c2ccccc2)N2CC(=O)Nc3ccccc32)cc1 (stereo not drawn),2.2,-0.0031,2.4,-1.9,0,742,i,54,1.4,1193,i,1.8,-2%,2.1,480,1.1,5.1,3.3,5.0
C=CCN1C=C2C(=O)C(C)(OC(=O)CC)C(=O)C=C2C=C1CCCC (stereo not drawn),-0.78,-0.47,-0.57,1.1,.,.,i,50,0.01,1137,i,1.0,.,-1.1,1106,.,.,.,.
COc1ccccc1C1C=C(c2ccc(Cl)cc2)Nc2nc(NS(C)(=O)=O)nn21 (stereo not drawn),-0.1,-0.22,0.5,-0.56,7,667,i,31,-0.57,1869,.,.,-3%,0.1,1052,1.1,1.1,1.9,26
O=c1c2cc(-c3ccccc3)sc2nc2n1CCC2,-1.4,-0.27,-0.09,1,2,722,i,4,-0.89,1441,.,.,11%,2.8,914,1,5.8,2.8,3.2
CCOC(=O)c1c(-c2ccc(C)s2)csc1N,0.3,-0.29,0.35,0.033,-1,683,i,54,1.5,1517,i,0.9,62%*,1.2,982,1.2,6.5,0.9,8.9
Cc1cccc(OCC(=O)Nc2cccc(C(=O)Nc3ccccc3C(=O)O)c2)c1,0.42,-0.26,0.31,-0.21,-2,522,i,48,0.6,1335,i,0.7,8%,.,.,1.2,3.2,1.4,7.1
O=c1c2cc(Br)ccc2nc(-c2ccc([N+](=O)[O-])cc2)n1O,-0.13,-0.32,-0.074,0.32,-12,708,i,33,-0.79,1181,i,0.2,-4%,-1.5,1091,1,1.4,1.3,4.9
COc1ccc(CCNC2CC(=O)N(CCc3ccccc3)C2=O)cc1OC (stereo not drawn),-0.38,-0.4,-0.16,-0.092,.,.,i,37,-0.53,1004,i,6.9,0%,-0.4,1161,1.1,2.9,1.7,11
CCCCN1C(=O)N(C)C2C1N(C)C(=O)N2CCCC (stereo not drawn),-0.16,-0.25,-0.25,1.4,10,787,i,57,0.58,1226,i,0.4,7%,-3.3,1218,1.1,3.2,2.5,5.8
Cc1ccccc1C(=O)NCC(=O)NNC(=S)NC(=O)c1ccccc1C,0.34,-0.18,0.025,-1.1,36,775,i,51,0.31,1198,i,0.8,4%,.,.,1.1,2.1,3.9,11
CC(C)[C@H](NC(=O)c1cccc(S(=O)(=O)N2CCOCC2)c1)C(=O)Nc1nc2ccccc2s1,0.17,0.046,0.48,-0.52,-2,716,i,8,-1.2,1336,i,0.8,21%,3.4,1069,1.2,2.4,2.7,8.4

(listing goes on)
mol,Dynein cargo inh,Dynein cargo inh cytoplasmic EGFP,Dynein cargo inh nuclear GR-EGFP,Dynein cargo inh cell count,Lipid droplet,Lipid droplet cells 6.5 µM,T cell modulator,T cell modulator vesicle-bound %,Insulin prom up,Insulin prom up cell count,Myeloid diff MLP,Myeloid diff MLP GFP+ MAC1+ %,human PMI inhibition,b-catenin transl,b-catenin transl cell count 5 µM,TNAP activation fold,MT stabilize HCS,MT stabilize HCS Hoechst-high %,MT stabilize HCS cytotoxicity %
c1ccc(CCc2ccccc2-c2nc(-c3cccnc3)no2)cc1,-0.92,-0.25,-0.63,-0.3,2,654,i,54,0.02,1687,i,0.4,14%,0.0,1041,1,4.7,3.0,5.0
Cc1cccc2sc(NC(=O)c3ccc(NS(=O)(=O)c4cccs4)cc3)nc12,0.45,-0.24,0.14,-0.77,16,660,i,48,-0.06,1312,i,0.6,16%,-4.6,590,1,3.2,3.3,5.5
CN(C)CCNC(=S)Nc1ccccc1Cl,0.88,-0.24,0.51,0.14,-6,622,i,50,-0.55,1554,i,0.8,-7%,0.0,1140,1.1,2.2,1.7,12
O=C(Cn1cnc2scc(-c3ccc(F)cc3)c2c1=O)N1CCOCC1,3.4,-0.017,2.2,-1.7,-3,787,i,22,-0.56,1093,i,0.2,-4%,.,.,1.3,3.7,1.7,0.9
CCOC(=O)c1sc(NC(=O)c2ccncc2)nc1C,0.61,-0.19,0.21,0.55,5,725,i,24,-0.28,1255,i,1.5,-16%,-1.2,1216,1.1,3.2,1.6,5.1
Cc1c(C(=O)NCc2n[nH]c(=S)n2-c2ccc(F)cc2)cccc1[N+](=O)[O-],1.6,-0.062,0.84,-1.2,6,724,i,13,0.05,1419,i,0.7,-5%,-0.6,1107,1,3.9,2.1,0.8
CCCCNC(=O)/C(C#N)=c1\s/c(=C\c2ccccc2OC(F)F)c(=O)n1CCCOC,-0.31,-0.21,-0.16,0.5,-5,676,i,30,4.5*,1421*,i,0.1,10%,-3.7,1028,0.9,3.1,3.7,4.3
CN1CCN(CC(=O)Nc2nc(-c3ccccc3)cs2)CC1,-0.97,-0.36,-0.83,1.5,.,.,i,24,-0.21,1596,i,0.6,3%,1.9,1312,1.1,3.8,2.3,1.9
O=C(Nc1cccc(F)c1)c1c(O)c2cccc3c2n(c1=O)CCC3,2.8,-0.099,1.3,-2,-4,562,i,49,-0.1,1121,.,.,.,0.8,1488,1.1,2.6,2.1,0.3
Cc1cc(C)cc(NC(=O)CN2C(=O)NC(C)(c3ccccc3)C2=O)c1 (stereo not drawn),0.041,2,0.39,0.37,.,.,i,47,0.02,1457,i,1.2,0%,-1.8,1336,1.1,3.5,2.0,8.2
COc1ccccc1NC(=S)N1CCCC1,1.9,-0.21,0.62,-1.3,-2,621,i,56,-0.07,1249,i,1.0,-9%,-0.1,957,1.1,4.3,1.4,4.4
COc1ccccc1CCN=C(N)NS(=O)(=O)c1ccc(C)cc1,-0.23,0.027,0.11,0.91,-25,655,i,60,.,.,i,0.1,7%,3.6,852,1.1,2.9,1.0,9.9
Cc1ccc(C)c(CSc2nnc(C)c(=O)n2N)c1,-1.2,-0.061,-0.81,1.1,0,671,i,36,-0.2,1591,i,1.1,-2%,-1.6,1050,1.1,4.6,2.9,3.9
CCOC(=O)C1=C(N)N(c2ccccc2)C2=C(C(=O)CCC2)C1c1cccnc1 (stereo not drawn),-0.039,-0.32,0.089,-0.41,0,713,i,52,0.11,1221,i,0.6,7%,.,.,1,4.0,2.3,9.4
